Compound activity from PubChem.
S3 lipid droplet: qHTS Assay for Lipid Storage Modulators in Drosophila S3 Cells | Drosophila S3 cells, BODIPY lipid droplet fluorescence, 18-24 h; cells fed with added oleic acid | Potency in µM for hits, for the others lipid storage change, negative = inhibition, % at the top dose, mostly 46.1 µM | 0.64% of 320,000 active | AID 2685; active means well fitted inhibition curve with a large enough effect in the signal ratio, with a control signal flat, not every such curve was filed as active; inconclusive means small, poorly fitted or top-dose-only effect, or effect the other way, or a change in a side signal; the % refers to the signal ratio
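Laser-scanning cytometry quantifies lipid droplet accumulation (500–530 nm total intensity; droplet/cell object ratio) in oleic acid-fed (400 uM added) Drosophila S3 cells treated with a concentration series. 20 uM Triacsin C defined 100% inhibition.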
S3 lipid droplet cell count max: second read-out of S3 lipid droplet, no call of its own (marks repeat the call); cell number change, %; measured here: cell count max response;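 cells counted by Cell Tracker Red CMTPX staining in the red channel; peak over a dose series mostly up to 46.1 µM; percent activity relative to internal control wells on each plate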
* hit, by the source's call; i = inactive; ? = inconclusive; / = not tested or not shown. On the % scale 0 is the no-effect control and ±100 the full control effect; potency means the concentration at half of the fitted maximal effect. This is a subset (hit frequency here may not be typical).

S3 lipid droplet | S3 lipid droplet cell count max | SMILES
? | / | CCn1c(=O)c2c(nc(SCC(=O)NC3CCCC3)n2C)n(C)c1=O
i | / | CCCCNC(=O)C(=O)NCC1CCCN1S(=O)(=O)c1cccs1 (stereo not given)
3.1% | -1.3 | O=C(COC(=O)c1ccc(Br)o1)Nc1ccc(Br)cc1
? | / | C/C(=N\NC(=S)Nc1ccccc1)C1Cc2ccccc2C(=O)O1 (stereo not given)
i | / | CCCCc1nc(NCCN)c(C#N)c2c1CSC(C)(C)C2
? | / | Cn1nc(C(=O)Oc2cc(=O)n(C)c3ccccc23)c2ccccc2c1=O
? | / | CCc1ccccc1NC(=O)CC1S/C(=N\c2nccs2)N(CC)C1=O (stereo not given)
? | / | O=C(COC(=O)/C=C/c1ccc(Cl)cc1)Nc1ccccc1
? | / | CC(C)Oc1ccc(C(=O)Nc2ccc(N3CCCCC3)cc2)cc1
13.2% | 6.4 | COC(=O)c1ccc(-c2nc(O)c3cnccn23)cc1
? | / | COc1ccccc1NC(=O)C(=O)NCC(c1ccco1)N1CCc2ccccc2C1 (stereo not given)
? | / | Cc1ccc2sc(N(CCCN(C)C)C(=O)c3ccc(Br)s3)nc2c1C
-2.7% | 0.5 | NC(=O)CC(NC(=O)c1ccccc1)c1ccc(NCC2CC2)c([N+](=O)[O-])c1 (stereo not given)
? | / | CC(C)C(=O)Nc1cccc(NC(=O)c2cc3ccccc3o2)c1
? | / | COc1ccc(C2CC2C(C)=O)cc1 (stereo not given)
-0.4% | -3.1 | COc1ccc(CNC(=S)NCc2ccc(OC(C)C)cc2)cc1
? | / | CC1=CC(C2CC(=O)N(c3ccccc3C)C2=O)CC2C(=O)N(c3ccccc3C)C(=O)C12 (stereo not given)
i | 4.0 | COc1ccc(S(=O)(=O)N2CCC(C(=O)Nc3ccccc3N3CCCC3)CC2)cc1OC
27.0% | -6.8 | CC(C)CC(=O)NC(c1ccccc1)c1c(O)ccc2ccccc12 (stereo not given)
? | / | O=C(Nc1nnc(C2CC2)s1)C1CC(=O)N(c2ccc3c(c2)OCCO3)C1 (stereo not given)
? | / | CCNC(=S)N(CCCN(C)C)Cc1cc2cc3c(cc2[nH]c1=O)OCCO3
? | / | O=C(CSc1nc2nn(-c3ccccc3)c(=O)c-2c2n1CCCCC2)Nc1ccccc1[N+](=O)[O-]
27.9% | 2.6 | CCC(=O)Nc1cccc(-n2nnnc2SCC(=O)c2ccc(C)c(C)c2)c1
? | / | COc1ccc(/C=C2\SC(=S)N(CCC(=O)Nc3ccc(C(=O)O)cc3)C2=O)cc1
? | / | O=C(O)c1cc(S(=O)(=O)N2CCOCC2)ccc1N1CCOCC1
17.0% | / | COc1ccc(NC(=O)CSc2c3c(nc4cc(Cl)ccc24)CCCC3)cc1OC
i | -25.2 | COc1ccccc1CNC(=O)c1ccc(CS(=O)(=O)c2ccc(C)cc2)o1
? | / | O=C(NCc1ccco1)c1ccc2nc3sc4c(c3c(=O)n2c1)CCCC4
? | / | Cc1cccc(NC(=O)NNC(=O)c2c(Cl)c(C)nn2C)c1
-0.2% | -19.7 | CCc1ccc(C(=O)NNc2cc(Cl)cc(Cl)c2)cc1
? | / | COc1ccc(S(=O)(=O)N2CCC(C(N)=O)(N3CCCCC3)CC2)cc1OC
? | / | Cc1cccc(NC(=O)CN(C)CC(=O)NC(c2ccccc2)c2ccccc2)c1C
-0.2% | -2.4 | COC(=O)N1C/C=C\C(c2ccc(OC)cc2)N(Cc2ccc(F)cc2)C(=O)C1 (stereo not given)
? | / | O=C(NCCN1CCc2ccccc2C1)Nc1ccc([N+](=O)[O-])cc1
i | / | CN(C)/C=N/c1ncc(C(=O)c2ccccc2)s1
? | / | Cc1ccccc1C(=O)NNC(=S)Nc1cccc(C(F)(F)F)c1
? | / | O=C(CN1C(=O)c2cccnc2Oc2ccc(Cl)cc21)NC1CCCCC1
? | / | O=C(Nc1ccccc1C(F)(F)F)c1cc2ccccc2o1
21.9% | 0.2 | Cc1ccc2nc(NC(=O)CCn3c(=O)sc4ccccc43)sc2c1
-7.6% | 3.6 | COc1cc2c(cc1OC)C(C)N(C(=O)c1cc3ccccc3o1)CC2 (stereo not given)
? | / | CCOC(=O)NS(=O)(=O)c1ccc(CCNC(=O)c2cc(C)on2)cc1
4.0% | 21.4 | COc1ccc(/C=C/C(=O)NCC(=O)N2CCC(N(C)CCN3CCOCC3)CC2)cc1OC
-27.9% | 0.4 | CCOC(=O)N1CCC(NC(=O)c2cc(S(=O)(=O)N3CCCCC3)ccc2F)CC1
? | / | O=C(Nc1ccc2c(c1)OCO2)c1ccc([N+](=O)[O-])cc1[N+](=O)[O-]
-12.5% | -11.2 | Cc1[nH]c2ccccc2c1SCc1nnc(SCc2ccc(Cl)cc2)n1C
6.5% | -12.6 | O=C(CCC1CCCC1)N1CCC(N2CCCCCC2)CC1
13.8% | 12.2 | CCn1c(/C=C\c2ccccc2C)nc2ccccc2c1=O
i | 8.4 | O=C(O)C1CC(=O)N(c2ccc(OCc3ccc(Br)cc3)cc2)C1 (stereo not given)
5.7% | 9.4 | Nc1ccc(C(=O)Oc2ccc([N+](=O)[O-])cc2)c(O)c1
? | / | Cc1cc(=O)n2nc(N3CCC(C(=O)NCc4ccc(Cl)cc4)CC3)sc2n1
0.1% | 10.5 | CCN(CC)CCNC(=O)Cn1cnc2sc(C)c(S(=O)(=O)N3CCOCC3)c2c1=O
? | / | O=C(CSc1nnc(CSc2nc3ccccc3s2)o1)NC1CCCCC1
? | / | O=C1[C@H]2[C@@H](/C=C/c3ccccc3)N3C(=O)CN(Cc4ccccn4)C(=O)[C@@]3(Cc3ccccc3)[C@H]2C(=O)N1c1ccccc1
i | 10.0 | CCc1ccccc1N(CC(=O)NCc1ccccc1)C(=O)CCC(=O)Nc1ccccn1
-0.4% | -7.6 | CC(=O)N1C(=O)N(C)C2C1N(C)C(=O)N2C(C)=O (stereo not given)
? | / | CCOc1ccccc1NC(=O)NC(C)c1ccncc1 (stereo not given)
-4.2% | -0.1 | CCCCC(=O)NC(=S)Nc1cccc(NC(=O)c2ccco2)c1
-3.2% | -4.3 | CN1CCN(c2ccc(Cl)cc2NC(=O)CCN2C(=O)c3ccccc3C2=O)CC1
? | / | CCCC(=O)Nc1c(C(=O)OCC)[nH]c2ccccc12
? | / | O=C(c1ccccc1)c1ccc(NCCCn2ccnc2)c([N+](=O)[O-])c1

The results go on.
S3 lipid droplet | S3 lipid droplet cell count max | SMILES
8.0% | 29.3 | CCOC(=O)C1(Cc2ccc(OC)cc2)CCN(C(=O)CCn2cccn2)CC1
? | / | CC1CCCC(N2CCN(C(=O)c3ccc([N+](=O)[O-])cc3)CC2)C1 (stereo not given)
? | / | OC(Cn1cncn1)(c1ccc(F)cc1)c1ccc(Cl)cc1 (stereo not given)
? | / | Cc1nn(CCC(=O)NNC(=S)Nc2ccc([N+](=O)[O-])cc2)c(C)c1[N+](=O)[O-]
? | / | NC(=O)c1cc(S(=O)(=O)Nc2cccc(F)c2)co1
? | / | O=C(Cc1ccc(Cl)cc1)NNC(=O)c1cnccn1
? | / | O=C1OC(c2ccccc2)=NC12CC2c1ccc(Cl)cc1 (stereo not given)
7.9% | 1.1 | COc1ccccc1S(=O)(=O)Nc1cc(S(=O)(=O)N2CCCCC2)ccc1N1CCOCC1
4.5% | 2.3 | Cc1cc(NC(=O)c2ccco2)ncc1NC(=O)CCc1ccccc1
-4.4% | 18.5 | Cc1ccc(C(=O)Nc2ccc(N3CCN(S(C)(=O)=O)CC3)cc2)cc1C
-15.5% | -0.2 | CN(C)c1nc(Nc2ccccc2)nc(N(C)C)n1
6.7% | 1.6 | CC(=O)c1ccc(NC(=O)C(C)OC(=O)COc2ccc(C#N)cc2)cc1 (stereo not given)
4.8% | -3.2 | COc1ccc(OC)c(-c2csc(NC(=O)c3ccccc3F)n2)c1
? | / | O=C(O)CN1CCN(Cc2ccc(F)cc2Cl)C1=O
1.0% | -1.4 | O=C(COC(=O)C1CC(=O)N(c2ccc3c(c2)OCCO3)C1)NC1CCCc2ccccc21 (stereo not given)
-2.0% | 0.3 | CCc1cccc(CC)c1NC(=S)NCC(c1cccnc1)N1CCOCC1 (stereo not given)
? | / | O=C(N=C1SC2CS(=O)(=O)CC2N1Cc1ccccc1)C1CCCO1 (stereo not given)
? | / | Cc1ccccc1C(=O)Nc1cccc(-c2cn3ccccc3n2)c1
16.1% | -2.5 | COC(=O)CSc1ncnc2c1sc1nc3c(cc12)COC(C)(C)C3
? | / | COc1ccc(C(=O)NCc2ccccc2CN2CCCC2)cc1S(=O)(=O)Nc1ccc(C)cc1
? | / | CC1(C)CC2CC(C)(CN2C(=O)C23CCC(C)(C(=O)O2)C3(C)C)C1 (stereo not given)
7.0% | 17.6 | COCCN(Cc1cc2ccc(C)cc2n2nnnc12)Cc1nnnn1C(C)(C)C
18.4% | -3.0 | Cc1noc(C)c1CSCC(=O)Nc1cc(S(=O)(=O)N2CCOCC2)ccc1OCC(F)(F)F
18.6% | -2.1 | COc1ccccc1[C@@H]1C(c2cccc(Cl)c2)=NN(c2ccccc2)[C@H]1C(=O)N1CCOC1=O
? | / | COCCN(C(=O)COC(=O)CCc1ccccc1)c1c(N)n(Cc2ccccc2)c(=O)[nH]c1=O
i | -13.0 | O=C1CC(c2ccc(F)cc2)CC2=C1C=Nc1ccccc1N2 (stereo not given)
6.1% | 9.7 | O=C1C=C(c2ccc3c(c2)oc2ccccc23)C[C@@H](c2ccc(Cl)cc2)C1
26.9% | / | Cc1cc(C)n2c(SCC(=O)NCc3ccc4c(c3)OCO4)nnc2n1
? | / | CCn1c(SCc2nc3scc(-c4ccccc4)c3c(=O)[nH]2)nnc1-c1ccc(Cl)cc1
-4.6% | -4.4 | COc1cccc(/C=N/NC(=O)c2c(C)nc3ccc(Br)cn23)c1O
? | / | CN(c1ccccc1)c1nc(N)c([N+](=O)[O-])c(Nc2ccc(F)cc2)n1
-10.8% | 5.7 | Cc1n(-c2ccccc2)c2ccc(Cl)cc2[n+]1CCO
-5.9% | 1.8 | COc1ccc(C2C(C#N)=C(N)Oc3c2oc(CO)cc3=O)cc1 (stereo not given)
? | / | O=C(NCCO)c1cccc2c1-c1ccccc1C2=O
8.2% | 8.9 | COc1ccc(NCc2nnc(SCC(=O)Nc3ccc(OC)cc3OC)o2)cc1
6.8% | 24.5 | CCCOc1ccc(N2C(=O)CC(N3CCCC(C(=O)N4CCCC4)C3)C2=O)cc1 (stereo not given)

15 compounds out of the list, arranged by SMILES length, falling:
S3 lipid droplet | S3 lipid droplet cell count max | SMILES
? | / | COCCN(C(=O)COC(=O)CCc1ccccc1)c1c(N)n(Cc2ccccc2)c(=O)[nH]c1=O
18.4% | -3.0 | Cc1noc(C)c1CSCC(=O)Nc1cc(S(=O)(=O)N2CCOCC2)ccc1OCC(F)(F)F
? | / | COc1ccc(C(=O)NCc2ccccc2CN2CCCC2)cc1S(=O)(=O)Nc1ccc(C)cc1
6.1% | 9.7 | O=C1C=C(c2ccc3c(c2)oc2ccccc23)C[C@@H](c2ccc(Cl)cc2)C1
? | / | CN(c1ccccc1)c1nc(N)c([N+](=O)[O-])c(Nc2ccc(F)cc2)n1
? | / | CC1(C)CC2CC(C)(CN2C(=O)C23CCC(C)(C(=O)O2)C3(C)C)C1 (stereo not given)
7.0% | 17.6 | COCCN(Cc1cc2ccc(C)cc2n2nnnc12)Cc1nnnn1C(C)(C)C
8.2% | 8.9 | COc1ccc(NCc2nnc(SCC(=O)Nc3ccc(OC)cc3OC)o2)cc1
-4.6% | -4.4 | COc1cccc(/C=N/NC(=O)c2c(C)nc3ccc(Br)cn23)c1O
26.9% | / | Cc1cc(C)n2c(SCC(=O)NCc3ccc4c(c3)OCO4)nnc2n1
16.1% | -2.5 | COC(=O)CSc1ncnc2c1sc1nc3c(cc12)COC(C)(C)C3
-5.9% | 1.8 | COc1ccc(C2C(C#N)=C(N)Oc3c2oc(CO)cc3=O)cc1 (stereo not given)
i | -13.0 | O=C1CC(c2ccc(F)cc2)CC2=C1C=Nc1ccccc1N2 (stereo not given)
-10.8% | 5.7 | Cc1n(-c2ccccc2)c2ccc(Cl)cc2[n+]1CCO
? | / | O=C(NCCO)c1cccc2c1-c1ccccc1C2=O

Carrying on:
S3 lipid droplet | S3 lipid droplet cell count max | SMILES
i | / | O=C(Nc1ccccc1C(=O)NC(Cc1ccc(O)cc1)C(=O)O)c1ccccc1 (stereo not given)
? | / | Nc1n[nH]c(N)c1N=Nc1ccccc1
? | / | O=C(CSc1nnc(-c2ccccc2O)o1)N1CCc2ccccc2C1
6.0% | / | O=C(CCc1ccccc1)N=C1SC2CS(=O)(=O)CC2N1c1ccccc1 (stereo not given)
-10.9% | 5.8 | CCO[C@@H]1OC(C(=O)N2CCN(Cc3ccc4c(c3)OCO4)CC2)=C[C@H](c2cn(C(C)=O)c3ccccc23)[C@H]1CCCO
? | / | c1ccc2c(NCC3CCCO3)nc(-c3ccncc3)nc2c1 (stereo not given)
? | / | Cc1noc(C)c1CSc1nc2ccccc2nc1NS(=O)(=O)c1ccc(Cl)cc1
? | / | NC(=O)N1CCCC1C(=O)Nc1ccc(Cl)c(Cl)c1 (stereo not given)
1.2% | -9.7 | CCOC(=O)c1c(-c2ccc(-c3ccccc3)cc2)csc1NC(=O)c1cccc(N2C(=O)CCC2=O)c1
? | / | Cc1ccc(-n2nc(C)c3c(C)c(CCC(=O)NCC4CCCO4)c(=O)n(C)c32)cc1 (stereo not given)
i | 11.5 | Cc1ccc(NC(=O)c2ccco2)c(NC(=O)c2ccccc2)c1
